# Compound activity deposited in PubChem BioAssay by National Center for Advancing Translational Sciences (NCATS).
# D2 potentiator – HTS Assay for Positive Allosteric Modulators of the Human D2 Dopamine Receptor: Primary Screen for Potentiators; D(2) dopamine receptor (Homo sapiens), P14416; potentiation, % at 10 µM; hit rate 0.34% among 340,000; HEK293 T-REx D2, calcium flux, EC20 dopamine potentiation;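 active means potentiation over 3 SD above the plate norm, cut at about 30% in these data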; further: 0% is about no effect
# Target sequence (P14416 whole entry, looked up): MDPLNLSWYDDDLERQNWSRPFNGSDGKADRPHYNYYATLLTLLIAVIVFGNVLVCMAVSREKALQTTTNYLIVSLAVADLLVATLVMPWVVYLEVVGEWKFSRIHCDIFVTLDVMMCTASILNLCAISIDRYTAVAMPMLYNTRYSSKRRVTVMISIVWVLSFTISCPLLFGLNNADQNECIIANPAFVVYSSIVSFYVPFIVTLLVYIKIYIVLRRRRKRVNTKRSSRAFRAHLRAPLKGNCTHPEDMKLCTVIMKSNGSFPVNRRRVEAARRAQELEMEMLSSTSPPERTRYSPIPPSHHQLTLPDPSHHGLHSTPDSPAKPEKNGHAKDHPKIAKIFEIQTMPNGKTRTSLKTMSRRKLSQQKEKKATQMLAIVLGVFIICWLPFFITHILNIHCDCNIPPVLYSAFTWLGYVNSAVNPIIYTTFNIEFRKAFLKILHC
#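 Tetracycline-induced Hek293 Trex D2 cells, force-coupled to calcium, loaded with no-wash calcium dye. Compound added with 180 s kinetic read for agonism, then EC20 dopamine and a further 180 s read for potentiation.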
# TRHR agonist – qHTS for Small Molecule Agonists and Allosteric Enhancers of Human TRH Receptor: Primary Screen for Agonists; Thyrotropin-releasing hormone receptor (Homo sapiens), P34981; TRHR cells, calcium flux fluo-8, FDSS agonist mode; activation, % at 2 µM; hit rate 0.18% among 360,000; further: 0% is about no effect
# Target sequence (P34981 whole entry, looked up): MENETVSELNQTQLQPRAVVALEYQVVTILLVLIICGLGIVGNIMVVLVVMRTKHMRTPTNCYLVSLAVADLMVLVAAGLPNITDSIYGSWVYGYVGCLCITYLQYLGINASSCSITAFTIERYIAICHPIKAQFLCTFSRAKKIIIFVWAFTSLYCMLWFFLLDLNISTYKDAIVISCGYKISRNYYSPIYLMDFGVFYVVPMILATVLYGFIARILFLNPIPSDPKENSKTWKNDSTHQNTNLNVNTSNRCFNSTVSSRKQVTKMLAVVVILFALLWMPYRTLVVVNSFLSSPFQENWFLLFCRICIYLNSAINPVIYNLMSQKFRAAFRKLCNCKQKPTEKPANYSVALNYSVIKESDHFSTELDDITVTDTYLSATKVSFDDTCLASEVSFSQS
#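 Fluo-8-loaded TRHR cells; 10 s baseline, compound added, kinetic Ca2+ fluorescence read 1/s, agonist mode.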
# D1 PAM – Potentiators of Human D1 Dopamine Receptor: qHTS; D(1A) dopamine receptor (Homo sapiens), P21728; potentiation, % at 10 µM; HEK293 TREx D1 cells, calcium flux, dopamine EC20 potentiation; hit rate 0.036% among 360,000; in the data active means potentiation above about 30%; further: 0% is about no effect
# TRHR enhancer – qHTS for Small Molecule Agonists and Allosteric Enhancers of Human TRH Receptor: Primary Screen for Enhancers; TRHR cells, fluo-8 calcium fluorescence, EC20 TRH enhancement; enhancement, % at 2 µM; hit rate 0.66% among 360,000; in the data active means enhancement above about 30%; further: 0% is about no effect
#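 TRHR-expressing cells loaded with fluo-8 calcium dye were read kinetically (ex 480/em 530) during compound addition, then stimulated with an EC20 of TRH (10 nM final). Enhancement of the Gq-mediated intracellular calcium response was scored.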
# D2 agonist – HTS Assay for Allosteric Agonists of the Human D2 Dopamine Receptor: Primary Screen for Agonists; AID 485358, 2010; activation, % at 2 µM; hit rate 0.53% among 340,000; HEK293 T-REx D2 cells, calcium flux agonist mode;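 active means activation over 3 SD above normal in the single-dose calcium agonist read, cut at about 30% in these data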; further: 0% is about no effect
#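 Calcium-flux readout, 1 cycle/sec over 180 s following compound pin transfer, in inducible HEK293 Trex D2 cells (force-coupled); dopamine controls included. Positive calcium responses during this window marked compounds as potential agonists.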
# D2 antag – HTS Assay for Allosteric Antagonists of the Human D2 Dopamine Receptor: Primary Screen for Antagonists; HEK293 TREx D2 cells, calcium flux, dopamine EC80; inhibition, % at 10 µM; hit rate 2% among 340,000; AID 485344, 2010; in the data active means inhibition above about 30%; further: 0% is about no effect
#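 Cells plated overnight at 30 C with tetracycline; no-wash calcium dye, 30–90 min RT; 10 s baseline; compound pinned; 180 s read; EC80 dopamine added; another 180 s read.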
# RXFP1 antagonist – qHTS Assay for Antagonists of the Relaxin Receptor RXFP1. Relaxin receptor 1 (Homo sapiens), Q9HBX9. HEK293-RXFP1, relaxin-stimulated cAMP HTRF, 30 min; stronger effect = lower value. activity change, negative = inhibition, % at 57.5 µM. hit rate 0.59% among 350,000. AID 1259400, 2018;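 active means activity change of -60% or lower, but not beyond a set lower limit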; further: on the % scale 0 is the no-effect control and ±100 the full control effect
# D1 antagonist – Antagonist of Human D 1 Dopamine Receptor: qHTS. D(1A) dopamine receptor (Homo sapiens), P21728. HEK293 TREx D1 cells, calcium flux, dopamine EC80; stronger effect = lower value. activity change, negative = inhibition, % at 10 µM. hit rate 3.2% among 360,000; in the data active means activity change below about -30%; further: on the % scale 0 is the no-effect control and ±100 the full control effect
#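 Tetracycline-induced HEK293 Trex D1 cells, force-coupled to calcium, dye-loaded; compounds added and read 180 s, then EC80 dopamine added and calcium flux tracked kinetically another 180 s.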
# D1 ag – Allosteric Agonists of the Human D1 Dopamine Receptor: qHTS. activation, % at 2 µM. hit rate 1% among 360,000. HEK293 T-REx D1 cells, calcium flux, agonist mode. D(1A) dopamine receptor (Homo sapiens), P21728; further: 0% is about no effect
#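 Agonism was scored from calcium flux recorded over 180 s (1 read/s) after pintool compound addition, following a 10-cycle baseline. Cells were inducible force-coupled HEK293 TREx D1, plated overnight at 30 C and loaded with no-wash calcium dye.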
# * hit, by the source's call; nt = not tested or not shown. Unless noted, no stated cut-off is given here; in the data, active means activation above about 30%; inactive means the rest.
SMILES,D2 potentiator,TRHR agonist,D1 PAM,TRHR enhancer,D2 agonist,D2 antag,RXFP1 antagonist,D1 antagonist,D1 ag
Cc1ccc(S(=O)(=O)N2CCC(C(=O)OCC(=O)NCc3ccco3)CC2)cc1C,4,-1.3,-5,6,-0.3,-7,-1,7,-1
CCCS(=O)(=O)c1c(S(=O)(=O)CCC)c2cnccn2c1C(=O)c1ccc(CC)cc1,3,1.3,0,-3,0.7,-14,-2,9,2
CC(C)=CC(=O)OCc1cc([N+](=O)[O-])cc2c1OCOC2,-1,0.0,0,-11,1.7,9,-14,-3,0
COc1ccc2nc(SCc3cccc(C)c3)nc(C)c2c1,-1,0.8,-2,-9,0.7,6,-1,4,13
CS(=O)(=O)Nc1cccc(-c2cn3c(n2)SCC3)c1,-9,1.1,-7,-7,0.1,0,8,-7,1
COc1ccc(/C=C2\Oc3cc(OCC(=O)N4CCC(C(=O)O)CC4)ccc3C2=O)c(OC)c1,-6,1.6,8,-1,-0.2,-4,nt,2,4
Cc1ccc(NC(=O)C(CC(C)C)NC(N)=O)cc1 (centres undefined),-5,-0.1,2,3,-0.4,4,-5,-5,0
Cc1ccc(S(=O)(=O)N2CCN(C(=O)CC(C)n3nc(C)c(Cl)c3C)CC2)cc1 (centres undefined),nt,-0.1,-10,1,6.8,-6,8,-12,0
CCOc1cc(CN2CCN(CCc3ccccc3)C(CCO)C2)ccc1OC (centres undefined),2,-0.9,-1,-2,-0.8,14,-18,12,0
COc1cccc(NC(=O)N(CCN(C)C)C(C)c2cccnc2)c1 (centres undefined),-3,0.0,-9,2,0.6,2,2,-18,3
O/N=C1\CCSc2ccc(F)cc21,9,1.4,-4,-5,-0.3,-2,7,24,4
CC(=O)c1cccc(NC(=O)CSCc2ccccc2)c1,-12,-0.1,-3,-6,-0.2,4,-11,-4,1
Oc1ccc2nc(Cc3ccccc3)[nH]c2c1,-3,-0.2,3,6,0.2,-7,4,-7,2
CCc1ccc(NC(=O)CCn2c(-c3ccc(OC)cc3)cc(C(C)=O)c2C)cc1,9,-0.1,-4,1,0.1,nt,-20,2,1
O=S1(=O)CCOCCCN1Cc1cccc(C(F)(F)F)c1,-8,-0.7,-4,-4,0.7,-11,nt,2,2
O=C(COc1nsnc1N1CCOCC1)Nc1ccccc1Cl,-6,0.6,-2,22,-0.3,14,-1,-14,1
O=S(=O)(NC1=NCCCCC1)c1ccc2ccccc2c1,-1,-0.6,-5,0,0.5,-10,-5,6,0
COc1ccc2[nH]c(CN3CCN(CCC(C)C)C(CCO)C3)c(C)c2c1 (centres undefined),-32,0.7,-2,12,0.4,25,2,-4,4
O=C(CS(=O)(=O)c1ccccc1)Nc1ccc(Br)cn1,-11,-0.5,-3,0,-0.6,26,nt,19,0
C=CCSc1nc(=O)n2ccccc2n1,-6,-0.4,-5,-1,0.8,6,-3,9,1
CCC(C)C1NC(=S)N(Cc2ccccc2)C1=O (centres undefined),-9,0.5,-3,-8,-1.1,-27,3,7,-1
Cn1c(=O)[nH]c(=O)c2c1[nH]c(=S)n2CCCc1ccccc1,6,-0.2,0,2,-0.1,9,12,5,1
CCSc1nnc(NC(=O)C2CC(=O)N(Cc3ccccc3)C2)s1 (centres undefined),5,0.7,0,3,-0.5,8,-4,-2,6
CCN(CC(=O)Nc1cc(Cl)ccc1C)C(=O)CN1C(=O)NC2(CCCC2)C1=O,-11,0.2,-3,2,0.9,-19,-6,8,4
CC(=O)c1ccc(NC(=O)CSc2nc(-c3ccccc3F)nc3c2c(=O)n(C)c(=O)n3C)cc1,-7,0.4,0,3,0.3,nt,0,0,1

# Next compounds
SMILES,D2 potentiator,TRHR agonist,D1 PAM,TRHR enhancer,D2 agonist,D2 antag,RXFP1 antagonist,D1 antagonist,D1 ag
CCOc1ccccc1NC(=O)NNS(=O)(=O)c1cc(OC)ccc1OC,15,-0.2,1,-2,-0.4,1,-7,-8,3
Cc1ccc(Cc2nnc(SCC(=O)Nc3c(C)cccc3C)[nH]c2=O)cc1,-7,0.2,0,0,-1.7,12,-10,-13,2
O=C(COC(=O)COc1ccc2c(c1)CCC2)Nc1ccccc1,-1,-0.4,4,-2,-0.3,-3,-8,-5,3
Cc1ccc(-n2nc(CO)c(C(=O)NCC(c3ccccc3)c3ccccc3)n2)cc1,12,-0.6,5,15,nt,nt,-12,2,1
COc1ccc(CCNC(=O)COc2ccc(S(=O)(=O)N3CCOCC3)cc2C)cc1,-4,0.1,-5,0,0.7,2,6,0,5
COc1ccccc1C(=O)NCCC(=O)Nc1ccc(S(=O)(=O)Nc2ncccn2)cc1,1,0.5,0,2,-0.3,3,4,8,-1
CN(C)S(=O)(=O)c1ccc(NC(=O)CSc2nc3ccccc3n2-c2ccccc2)cc1,2,0.4,-1,1,-1.0,15,-7,-4,10
COc1cc(OC)c(/C=N/NC(=O)Cn2nc([N+](=O)[O-])cc2C)c(OC)c1,-2,-0.2,8,-4,-0.5,-8,-1,8,1
COCCCNC(=O)/C(C#N)=C/c1cccc(NC(=O)c2ccccc2Cl)c1,-4,0.5,-6,-8,-0.7,6,nt,-16,2
CCOc1nc(-c2ccc(OC)cc2)ccc1-c1noc(-c2ccncc2)n1,7,0.0,2,17,-0.1,-6,5,-6,3
COc1ccc(CCNC(=O)CSc2nc3c(c(=O)n(C)c(=O)n3C)n2C)cc1OC,7,0.4,-12,-2,4.5,2,10,7,0
Cc1ccc(NC(=O)COC(=O)/C=C/c2ccco2)cc1S(=O)(=O)N(C)C,-8,0.2,-4,2,nt,-14,-5,-19,3
COc1cc2cccc(OC)c(=O)c2c(OC)c1OC,-3,-0.3,4,-5,1.1,-23,nt,5,0
COc1ccc(C(=O)CN2C(=O)c3ccccc3S2(=O)=O)cc1Br,-1,0.3,-11,-2,0.2,3,-6,6,10
CCOC(=O)C1=C(C)N(c2ccccc2)C(=O)C1CC(=O)O (centres undefined),-7,0.3,-5,-3,0.5,6,1,10,2
Fc1cc(Br)ccc1NC(=S)Nc1ccccc1,8,-1.4,-7,6,-0.4,-7,0,0,9
CCCCOc1ccc(C2/C(=C(\O)c3ccc4c(c3)OCCO4)C(=O)C(=O)N2CCCN2CCOCC2)cc1 (centres undefined),4,0.1,9,-2,0.4,-10,6,5,0
Cc1ccc(NC(=O)c2ccccn2)c(Br)c1,4,-0.4,-1,0,0.0,-8,-5,-4,5
O=C(CCN1C(=O)COc2ccccc21)NCCN1CCOCC1,-1,0.6,6,5,0.4,19,-10,8,2
COc1ccc(CN2C(=NC(=O)C3CC3)SC3CS(=O)(=O)CC32)cc1 (centres undefined),1,0.4,2,-3,-0.5,7,7,6,6
Cc1oc(C(=O)O)cc1CSc1nnc(-c2ccccc2)n1C,-5,0.1,0,2,0.5,2,-11,5,3
O=S1(=O)c2ccccc2N(Cc2ccccc2Cl)c2ccccc21,16,-0.7,-1,7,-1.7,nt,-21,-2,12
O=C(Nc1nnc(C2COc3ccccc3O2)o1)c1ccc(F)cc1 (centres undefined),-5,0.1,-7,4,-0.3,-18,-8,-1,0
COc1ccccc1-n1cnnc1SC(C)C(=O)Nc1ccc(NC(C)=O)cc1 (centres undefined),-7,0.1,4,-3,0.1,-7,-4,2,5
O=C(CSc1nnc(-c2cccnc2)o1)Nc1cccc(F)c1,-6,0.2,-8,-6,-0.2,20,-5,5,4
Cc1ccc(NC(=O)c2sc3nc(N)c(C#N)cc3c2N)cc1,-4,-0.3,0,-1,-0.9,17,-34,-1,1
CC1(C)CC(NC2C3CC4CC(C3)CC2C4)CC(C)(C)N1 (centres undefined),nt,1.4,-2,-5,nt,nt,-3,0,1
O=C(COc1cccnc1[N+](=O)[O-])N1CCN(S(=O)(=O)c2ccccc2)CC1,7,0.2,-2,0,0.7,-10,7,1,0

# Part of the list above, limited to D1 antagonist:
mol | D1 antagonist
O=S1(=O)c2ccccc2N(Cc2ccccc2Cl)c2ccccc21 | -2
COc1ccc(CN2C(=NC(=O)C3CC3)SC3CS(=O)(=O)CC32)cc1 (centres undefined) | 6

# 13 of these compounds, set out differently.
mol | D2 potentiator | TRHR agonist | D1 PAM | TRHR enhancer | D2 agonist | D2 antag | RXFP1 antagonist | D1 antagonist | D1 ag
COCCCNC(=O)/C(C#N)=C/c1cccc(NC(=O)c2ccccc2Cl)c1 | -4 | 0.5 | -6 | -8 | -0.7 | 6 | nt | -16 | 2
CCOc1nc(-c2ccc(OC)cc2)ccc1-c1noc(-c2ccncc2)n1 | 7 | 0.0 | 2 | 17 | -0.1 | -6 | 5 | -6 | 3
COc1ccc(CCNC(=O)CSc2nc3c(c(=O)n(C)c(=O)n3C)n2C)cc1OC | 7 | 0.4 | -12 | -2 | 4.5 | 2 | 10 | 7 | 0
Cc1ccc(NC(=O)COC(=O)/C=C/c2ccco2)cc1S(=O)(=O)N(C)C | -8 | 0.2 | -4 | 2 | nt | -14 | -5 | -19 | 3
COc1cc2cccc(OC)c(=O)c2c(OC)c1OC | -3 | -0.3 | 4 | -5 | 1.1 | -23 | nt | 5 | 0
COc1ccc(C(=O)CN2C(=O)c3ccccc3S2(=O)=O)cc1Br | -1 | 0.3 | -11 | -2 | 0.2 | 3 | -6 | 6 | 10
CCOC(=O)C1=C(C)N(c2ccccc2)C(=O)C1CC(=O)O (centres undefined) | -7 | 0.3 | -5 | -3 | 0.5 | 6 | 1 | 10 | 2
Fc1cc(Br)ccc1NC(=S)Nc1ccccc1 | 8 | -1.4 | -7 | 6 | -0.4 | -7 | 0 | 0 | 9
CCCCOc1ccc(C2/C(=C(\O)c3ccc4c(c3)OCCO4)C(=O)C(=O)N2CCCN2CCOCC2)cc1 (centres undefined) | 4 | 0.1 | 9 | -2 | 0.4 | -10 | 6 | 5 | 0
Cc1ccc(NC(=O)c2ccccn2)c(Br)c1 | 4 | -0.4 | -1 | 0 | 0.0 | -8 | -5 | -4 | 5
O=C(CCN1C(=O)COc2ccccc21)NCCN1CCOCC1 | -1 | 0.6 | 6 | 5 | 0.4 | 19 | -10 | 8 | 2
COc1ccc(CN2C(=NC(=O)C3CC3)SC3CS(=O)(=O)CC32)cc1 (centres undefined) | 1 | 0.4 | 2 | -3 | -0.5 | 7 | 7 | 6 | 6
Cc1oc(C(=O)O)cc1CSc1nnc(-c2ccccc2)n1C | -5 | 0.1 | 0 | 2 | 0.5 | 2 | -11 | 5 | 3
